# From PubChem
# FXIa inh 1536: inhibitors of human coagulation factor XIa | purified FXIa, Boc-Glu-Ala-Arg-AMC fluorogenic substrate | P03951 | hit rate 0.14% among 220,000 | inhibition, % at 5 µM | AID 798;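 active = inhibition of at least 40%; inactive = inhibition below 40%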;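 note: fluorescence of freed AMC excited at 355 nm; 0% = enzyme without compound and 100% = no enzyme blank; many of its hits are not listed in these tables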
# TNF necrop inh: inhibitors of TNF-alpha induced necroptosis in Jurkat FADD-/- cells; Jurkat FADD-/- TNF necroptosis rescue, ATP luminescence, 24 h; 0 = TNF only, 100 = no-TNF cells; activation (protection from cell death), % at 10 µM; hit rate 0.068% among 220,000; AID 463075;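 active = activation, meaning protection from cell death, of at least 50% relative to plate controls; inactive = activation below 50%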;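 note: necroptosis triggered by 40 ng/mL TNF-alpha added together with compound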
# thrombin 1536: thrombin (human) inhibition; P00734; inhibition, % at 5 µM; AID 1046; alpha-thrombin, Boc-VPR-AMC fluorogenic substrate cleavage; hit rate 0.26% among 220,000;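 active = inhibition at or above 40%; inactive = inhibition below 40%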;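 note: 0% = enzyme with no compound and 100% = wells without enzyme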
#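 Material: Human alpha-thrombin protein | Buffer or medium: pH 7.5 Tris-saline with Tween 20 | Reagent: Boc-VPR-AMC substrate, 15 µM final | Schedule: Reaction at ambient temperature | Detection: AMC fluorescence at 355 nm excitation and 460 nm emission | Evaluation: Percent inhibition scaled between no-compound controls and no-enzyme blanks | Controls: no-compound enzyme wells and no-enzyme blanks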
# Rad51 HR inh: Rad51 (human) homologous recombination inhibition; Q06609; hit rate 0.085% among 200,000; hRad51 DNA strand exchange, fluorescence dequenching; AID 1385; inhibition, % at 10 µM;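 active = inhibition above 40% at the single screening dose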;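 note: 0% = DMSO control wells and 100% = blanks with heterologous ssDNA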
# Target sequence (Q06609 whole entry, looked up): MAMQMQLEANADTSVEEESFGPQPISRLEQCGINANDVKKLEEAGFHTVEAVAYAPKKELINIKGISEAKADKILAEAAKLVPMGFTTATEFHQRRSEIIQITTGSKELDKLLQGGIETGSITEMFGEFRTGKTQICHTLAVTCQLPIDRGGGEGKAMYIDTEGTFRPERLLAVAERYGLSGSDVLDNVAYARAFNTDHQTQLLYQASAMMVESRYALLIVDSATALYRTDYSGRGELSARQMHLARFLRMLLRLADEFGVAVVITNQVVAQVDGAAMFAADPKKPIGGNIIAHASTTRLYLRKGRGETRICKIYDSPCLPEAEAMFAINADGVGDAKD
#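 Material: Human Rad51 nucleoprotein filaments preassembled on unlabelled ssDNA | Also added: Labelled 47-mer dsDNA for strand exchange | Dosing: Single dose, 10 µM final compound | Schedule: 30-min compound preincubation and 15-min exchange, both room temperature | Technique: Fluorescence dequenching at 485/520 nm | Measure: Percent inhibition relative to plate controls and blanks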
# FXIIa inh 1536: factor XIIa (human) inhibition; P00748; purified FXIIa, Boc-QGR-AMC fluorogenic substrate, 2 h; inhibition, % at 5 µM; hit rate 0.3% among 220,000; AID 800; in the data active = inhibition above about 40%;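 note: 0% = enzyme with no compound and 100% = blank without enzyme; many of its hits are not listed in these tables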
# hK5 inh: kallikrein 5 (human) inhibition; recombinant hK5, fluorogenic AMC substrate cleavage; hit rate 0.59% among 210,000; AID 873; inhibition, % at 5 µM; Q9Y337;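 active = inhibition of 40% or more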;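 note: 0% = enzyme controls without compound and 100% = no-enzyme blanks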
# Target sequence (Q9Y337 67-293 limits assumed): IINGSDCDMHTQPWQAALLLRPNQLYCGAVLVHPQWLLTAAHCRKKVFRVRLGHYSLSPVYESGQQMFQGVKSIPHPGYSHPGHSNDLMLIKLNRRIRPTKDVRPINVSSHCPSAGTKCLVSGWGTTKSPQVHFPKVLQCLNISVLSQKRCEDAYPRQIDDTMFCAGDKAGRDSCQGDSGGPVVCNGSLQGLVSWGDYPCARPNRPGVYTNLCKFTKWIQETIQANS
# KCC2 mod: modulates chloride dependent transport by human KCC2 | Q9H2X9 | KCC2 cells, thallium flux FluoZin-2 fluorescence | B-score of Tl+ flux slope (higher = more flux/activation; lower = inhibition) at 10 µM | hit rate 2.2% among 190,000 | AID 1456;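 active = thallium flux slope and its plate-corrected score both differing from the plate sample mean at a set confidence after two filtering rounds, in either direction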;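 note: slope of fluorescence scaled to starting intensity during 10 to 20 s after thallium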
# L929 necroptosis: L929 zVAD cell death inhibition. L929 zVAD necroptosis rescue, ATP luminescence, 24 h; with zVAD 60 µM. viability rescue, % at 10 µM. hit rate 0.38% among 220,000. AID 1377;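 active = activation, scaled between plate controls, above about 75%, limit read from the data; inactive = activation under that limit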;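 note: 0% = zVAD with DMSO and 100% = DMSO alone without zVAD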
# Hck Nef HTS: human Hck-Nef kinase inhibition; AID 463187; inhibition, % at 20 µM; Recombinant Hck-YEEI plus Nef, Z-Lyte FRET kinase assay; hit rate 0.68% among 220,000;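 active = Hck-Nef kinase inhibition above about 50%, limit read from the data; inactive = inhibition below that limit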;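 note: 0% = DMSO with Hck plus Nef and 100% = Hck alone without Nef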
# Target sequence (P08631 whole entry, looked up): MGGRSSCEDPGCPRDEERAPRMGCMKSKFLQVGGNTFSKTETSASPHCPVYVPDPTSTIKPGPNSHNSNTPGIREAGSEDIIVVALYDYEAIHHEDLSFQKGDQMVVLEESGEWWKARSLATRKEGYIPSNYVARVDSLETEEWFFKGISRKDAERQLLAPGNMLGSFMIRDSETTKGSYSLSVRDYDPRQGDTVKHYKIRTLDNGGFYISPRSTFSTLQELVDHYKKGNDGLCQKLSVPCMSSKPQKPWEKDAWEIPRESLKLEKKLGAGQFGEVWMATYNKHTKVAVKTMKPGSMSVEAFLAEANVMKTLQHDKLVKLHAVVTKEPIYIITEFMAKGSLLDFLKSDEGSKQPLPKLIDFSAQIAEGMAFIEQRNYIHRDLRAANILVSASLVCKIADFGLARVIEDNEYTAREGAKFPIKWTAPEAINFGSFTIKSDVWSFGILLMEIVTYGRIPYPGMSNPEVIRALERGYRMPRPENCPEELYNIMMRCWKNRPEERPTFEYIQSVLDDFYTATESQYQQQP
# Starred values were filed as active, the others as inactive; . = no result given.
SMILES,FXIa inh 1536,TNF necrop inh,thrombin 1536,Rad51 HR inh,FXIIa inh 1536,hK5 inh,KCC2 mod,L929 necroptosis,Hck Nef HTS
Cc1ccc2cc(C(c3nnnn3C3CCCC3)N(Cc3ccco3)Cc3cccs3)c(=O)[nH]c2c1 (stereo unspecified),-4,-2.0,-2,0,15,-20,.,0.1,-2
O=C(Nc1nn[nH]n1)c1cccc([N+](=O)[O-])c1,8,-0.1,-1,8,9,12,.,0.6,19
CSc1ccc(CN2CCN(C(=O)c3ccc([N+](=O)[O-])cc3)CC2)cc1,-2,-4.9,-7,.,7,.,0.24,-0.2,7
Cc1ccc(NC(=O)Cn2nnc3ccccc3c2=O)cc1C,20,0.4,2,-10,9,17,.,2.9,17
O=C(CC1S/C(=N/N=C/c2cccs2)NC1=O)Nc1ccc(Cl)cc1 (stereo unspecified),4,0.4,-3,-8,9,0,-2,-0.7,0
CCCC(c1nnnn1CCc1ccccc1)N1CCN(C2CCCC2)CC1 (stereo unspecified),-7,-5.4,-1,-3,7,-17,-0.33,0.3,0
CCN(CC)S(=O)(=O)c1ccc(NC(=O)CSc2nnc(-c3cccc(OC)c3)n2C)cc1,3,-2.1,-4,.,8,-3,-0.81,-0.2,-1
Cc1cc(C)nc(SCC(=O)Oc2ccc3oc(=O)cc(C)c3c2)n1,1,-0.5,-5,-1,39,-11,.,-0.1,0
CCCCOC(=O)C(NC(=O)c1ccccc1)=C(C)C,1,0.0,-5,-7,8,-11,0.17,0.7,-1
CCOC(=O)c1cnc2ccc(OCC)cc2c1N1CCN(C)CC1,2,2.5,3,0,15,7,.,58,10
Cc1[nH]c2ccccc2c1C(=O)COC(=O)Cn1cnc2ccccc21,-5,0.5,-14,-3,4,-11,-0.02,1.3,1
COc1ccc(N(C(=O)CCl)C(C(=O)NCCc2ccccc2)c2cccs2)cc1Cl (stereo unspecified),0,-16,-7,.,8,-34,-0.38,0.6,0
CSc1nc2sc3c(c2c(=O)n1CC(C)C)CC(C)(C)OC3,-6,-7.8,-3,13,7,3,-0.85,1.1,9
CCCCCNC(=O)c1ccc2c(=O)n(CC3CCCO3)c(=S)[nH]c2c1 (stereo unspecified),-4,0.6,2,3,1,-2,-0.46,4.3,17
CCOC(=O)Nc1sc(C(=O)N(C)C)c(C)c1C(=O)OCC,-1,-1.3,3,9,17,2,-0.28,0.0,0
CCSc1nnc(NC(=O)CN2C(=O)C3CC=CCC3C2=O)s1 (stereo unspecified),-2,-1.0,-4,19,6,-3,-0.44,0.6,2
CC1CCN(c2ncccc2C(=O)O)CC1,0,-0.3,-3,-7,6,3,.,1.4,0
COC(=O)c1cc(Br)c(=O)n(-c2nccs2)c1,12,-1.5,-1,-4,17,-23,0.3,0.8,0
CCN1CCN(c2nc3sc4c(c3c3ncnn23)CC(C)CC4)CC1 (stereo unspecified),12,2.9,13,3,17,8,0.41,-0.1,2
NS(=O)(=O)c1ccc(-c2ccc(/C=N/NC(=O)c3ccc([N+](=O)[O-])cc3)o2)cc1,4,-3.8,-5,-9,5,-6,2.2,0.7,7
Cc1ccc(-c2nc(P(=O)(c3ccccc3)c3ccccc3)c(N3CCOCC3)o2)cc1,16,1.0,-2,.,10,2,-1.7,0.1,5
CN1CCC(=NNC(=O)c2ccco2)CC1,5,-1.2,-1,0,14,-12,-0.089,0.8,1
CSCc1ccc(C(=O)Nc2cc(C)cc(C)c2)cc1,-2,1.6,-7,-13,0,-13,0.48,1.1,2
CCOc1ccc(C(C(=O)NC2CCCC2)N(CCCO)C(=O)c2ccc(-c3ccccc3)[nH]2)cc1 (stereo unspecified),1,-0.2,1,0,-4,-6,-5.7*,0.2,13
Cn1c(=O)[nH]c(=O)c2c1nc(NCCCO)n2CCCc1ccccc1,0,0.7,-2,2,11,-4,.,1.6,8

# Reprinted from the part before: 5 compounds, then new ones.
SMILES,FXIa inh 1536,TNF necrop inh,thrombin 1536,Rad51 HR inh,FXIIa inh 1536,hK5 inh,KCC2 mod,L929 necroptosis,Hck Nef HTS
Cc1ccc(-c2nc(P(=O)(c3ccccc3)c3ccccc3)c(N3CCOCC3)o2)cc1,16,1.0,-2,.,10,2,-1.7,0.1,5
CN1CCC(=NNC(=O)c2ccco2)CC1,5,-1.2,-1,0,14,-12,-0.089,0.8,1
CSCc1ccc(C(=O)Nc2cc(C)cc(C)c2)cc1,-2,1.6,-7,-13,0,-13,0.48,1.1,2
CCOc1ccc(C(C(=O)NC2CCCC2)N(CCCO)C(=O)c2ccc(-c3ccccc3)[nH]2)cc1 (stereo unspecified),1,-0.2,1,0,-4,-6,-5.7*,0.2,13
Cn1c(=O)[nH]c(=O)c2c1nc(NCCCO)n2CCCc1ccccc1,0,0.7,-2,2,11,-4,.,1.6,8
CC(C)(C)c1ccc(/C=N/Nc2cccc(C(=O)O)c2)cc1,1,0.1,-3,.,4,.,-0.16,0.9,4
N#Cc1ccsc1NC(=O)CCc1ccccc1,-2,-2.4,-3,-5,6,-1,0.65,2.9,18
CCOc1ccc(NC(C)C(=O)N/N=C/c2cccs2)cc1 (stereo unspecified),-7,0.2,-10,17,-3,-3,-0.19,0.3,-2
COCc1cc(S(=O)c2ccc(Cl)cc2)nc(C)n1 (stereo unspecified),-7,-8.6,-3,9,4,-12,-2.5,-1.3,-22
COc1ccc(C(=O)Sc2ccc(Cl)cc2)cc1OC,-2,-23,-15,.,11,-9,-1.4,-0.1,2
Cc1cc(S(=O)(=O)N(Cc2ccc(C(C)C)cc2)CC2CCCO2)ccc1-n1cnnn1 (stereo unspecified),-6,-0.9,-5,7,1,-20,-2.4,-0.3,0
O=C(c1ccc(Cl)cc1)C1CCCN(C(=O)/C=C/c2ccccn2)C1 (stereo unspecified),2,-0.1,1,28,8,.,-1.9,-1.1,12
CCOc1ccccc1OCCCC(=O)NC1=NCCS1,-15,0.5,-2,-4,7,-34,.,1.6,2
CCC(=O)c1ccc(OCC(=O)c2ccc3c(c2)NC(=O)CO3)cc1,2,0.4,2,6,7,-1,0.89,-0.1,4
COC(=O)c1c(N)c(C#N)c(C)n1-c1ccccc1,-4,-0.2,-6,.,-3,-6,.,2.9,3
CC1CCCN(CC(O)COC(c2ccccc2)c2ccccc2)C1 (stereo unspecified),-4,1.4,.,-2,5,-2,1,-0.7,25
CCCNC(=O)Nc1cccc(C(=O)OC)c1,9,1.7,-2,16,3,0,0.22,1.8,14
CCOC(=O)COc1ccc(S(=O)(=O)NCc2ccncc2)cc1,1,-5.1,-4,-1,10,-5,0.43,0.3,4
COc1ccc(-n2ncc3c(NCc4ccco4)ncnc32)cc1,4,-5.3,1,-5,17,-7,.,0.1,2
COC(=O)Cc1ccc(NC(=S)NCCSc2ccc(C)cc2)cc1,2,-2.1,1,-26,9,4,1.4,-1.3,17
O=C(NNC(=O)c1cc2cc(Br)ccc2oc1=O)c1ccc(O)cc1,2,0.0,4,10,11,4,1.3,1.4,21
FC(F)(F)c1ccc(N2CCN(c3ncnc4c3nnn4Cc3ccccc3Cl)CC2)cc1,-1,-0.5,0,-1,8,-4,-0.36,.,-13
Cc1cccc(CCNC(=O)CCS(=O)(=O)c2ccc(Br)cc2)c1,-2,0.3,0,-1,5,5,-0.023,-0.8,21
COc1ccc(NCC(=O)n2c(C)c(C)c3ccccc32)cc1,1,-7.0,-3,5,-2,-3,0.26,1.1,29
COc1ccc(C2/C(=C(/O)c3ccccc3)C(=O)C(=O)N2CCO)cc1 (stereo unspecified),-25,0.8,0,.,9,-22,.,1.3,1
COC(=O)C1=C(C)OC(N)=C(C#N)C1c1cc2cccc(C)c2nc1Cl (stereo unspecified),-4,-0.9,-5,3,6,-2,-0.86,11,21
Cc1cc(C(=O)N/N=C\c2ccc(COc3ccc([N+](=O)[O-])cc3)o2)ccc1[N+](=O)[O-],0,-0.4,2,1,14,0,-0.85,-0.3,15
Cc1cc(NC(=O)COC(=O)c2ccc(NS(=O)(=O)c3ccc(C)c(C)c3)cc2)no1,-7,0.4,-6,-7,5,-3,-0.54,0.3,-1
CN=C1SC(CC(=O)Nc2ccc(N3CCOCC3)cc2)C(=O)N1C (stereo unspecified),5,-1.0,1,.,15,-6,0.15,0.0,-7
O=C(NCC(c1cccs1)N1CCOCC1)c1ccccc1NS(=O)(=O)c1ccc(Br)cc1 (stereo unspecified),21,0.0,4,-13,26,0,-0.48,0.7,3

# Continuation.
SMILES,FXIa inh 1536,TNF necrop inh,thrombin 1536,Rad51 HR inh,FXIIa inh 1536,hK5 inh,KCC2 mod,L929 necroptosis,Hck Nef HTS
CC(C)(C)c1cc(=O)n2c(nc3ccccc32)[nH]1,-6,-0.8,5,2,3,-28,-1.2,0.3,1
O=C(NCC1CCCO1)C1CCN(c2ccc(S(=O)(=O)N3CCCC3)cc2)CC1 (stereo unspecified),-1,0.6,2,-5,13,-10,0.23,0.0,-1
Cc1ccc(OCC(O)CN2CCN(c3ccccn3)CC2)c(C)c1 (stereo unspecified),3,0.6,-4,7,11,8,-0.78,3.7,23
O=C(C(c1ccccc1)c1ccccc1)N1CCC(c2nc(-c3ccccc3Cl)no2)CC1,2,0.0,6,-19,10,-8,-0.99,-0.5,15
CN(C)C(=O)c1cn(-c2ccccc2)nc1-c1cc2ccccc2oc1=O,-1,1.2,4,24,7,1,0.33,11,21
CCC(C)(C)NC(=O)c1cc(OC)c(OC)cc1[N+](=O)[O-],-4,-2.6,-4,1,5,5,-1.3,0.1,0
CC(=O)N(CC(C)(C)CC=C(C)C)c1ccccc1,-4,3.0,0,5,4,-9,-0.079,0.4,22
CC(CNS(=O)(=O)c1ccccc1)Sc1nncn1C (stereo unspecified),0,1.1,-5,.,7,2,-0.49,0.1,14
Cc1cc(=O)oc2cc(Oc3ncccn3)ccc12,5,-0.2,-7,4,3,0,1.1,0.1,1
COc1ccccc1NC1=NC2(CCCC2)N=C(N)N1,-6,-1.5,-3,.,7,-19,0.41,0.2,1
N#Cc1ccccc1NC(=O)c1ccccc1OCC(=O)NCc1ccco1,0,-0.8,-6,4,-4,5,-2.1,0.1,7
COc1ccc(N2CCN(c3nc4ccccc4nc3NS(=O)(=O)c3ccccc3)CC2)cc1,8,0.5,2,16,18,11,-1,0.3,1
CCN1C(=O)Cc2cc(S(=O)(=O)N3CCOCC3)ccc21,-9,-1.6,-7,2,-1,20,0.079,-0.5,2
O=C(Nc1ccc(-c2nc3cccnc3s2)cc1)c1ccco1,-4,-1.1,-9,2,4,-8,-1.4,12,5
CC(=O)N(Cc1ccc(F)cc1)C1=C(NCCc2ccccc2)C(=O)c2ccccc2C1=O,-1,-10,0,-10,14,-7,0.79,1.0,1
Cc1cc(C)cc(Oc2nc(-c3ccccc3)cc(C)c2S(C)(=O)=O)c1,-13,4.8,-2,-6,15,-1,0.27,1.1,-16
NC(N)=Nc1cc2ccccc2c2ccccc12,4,-18,-5,.,5,0,0.34,70,-21
C/C(CC(=O)Nc1cccc(C(F)(F)F)c1)=N\NC(=O)Cc1ccccc1,-7,2.2,-2,3,-14,-13,0.51,3.3,2
O=C(N/N=C/c1ccc2c(c1)OCCO2)c1ccncc1,-7,-2.5,-7,-1,7,-6,0.96,-0.3,7
COc1ccc(N=c2ssnc2Cl)cc1,3,-3.0,-5,1,11,-6,0.31,0.4,-1

# The list is partial, so the mix of outcomes need not match the whole.
